Assay outcomes: PubChem, several laboratories
AID2073 = disruptors of CaV2.2 binding to Mint1 – biochemical, HTRF (AID 2073); HTRF protein-protein interaction, Mint1-CaV2.2; higher % means a stronger effect; one-dose inhibition, % at 20 µM; IC50 in µM for titrated hits; 290,000 compounds, 0.19% hits; in the data active means inhibition mostly above about 51%, no sharp cut-off; further: some results filed as inactive read as strong as hits
WT yeast gro inh = growth inhibition of WT yeast, mitochondrial fusion screen; mitochondrial fusion phenotypic screen, WT strain; inhibition, % at 10 µM; 190,000 compounds, 2.1% hits; AID 1362; in the data active means inhibition above about 58%; tested in S. cerevisiae
HIV fusion peptide = cell-free HIV fusion peptide-binding blockers – biochemical, uHTS, fluorescence dequenching, primary screen (AID 1986); inhibition, % at 20 µM, or IC50 in µM where a hit was titrated; 290,000 compounds, 0.3% hits; cell-free peptide binding, fluorescence dequenching, 30 min; higher % means a stronger effect; in the data active means inhibition mostly above about 52%, no sharp cut-off; inactive means mostly below about 76%; further: some results filed as inactive read as strong as hits
Dynein cargo inh = blocks dynein driven cargo transport along microtubules; 3617.4 mouse cells, GR-EGFP nuclear translocation imaging; test concentration mostly 20 µM; stimulated with dexamethasone, 1 µM; stronger effect = lower value; z-score, hits read low; 220,000 compounds, 0.47% hits;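 active means plate z-score of nuclear minus cytoplasmic receptor signal below a set negative limit, without overly bright fluorescence or cell loss, cut at about -3.5 in these data, passing the limit was not always enough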;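 further: z-score of nuclear minus cytoplasmic ring GR-EGFP intensity difference per well; some compounds called inactive have numbers as strong as hits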
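Medium: Induction medium lacking tetracycline, stripped serum | Probe or stimulus: 1.0 µM final dexamethasone stimulus | Schedule: 48 h induction, then 1 h compound, then 30 min agonist, 37 °C | Signal: Automated 10x imaging of fixed Hoechst-stained cells | Evaluation: Per-cell GR-EGFP intensity, nucleus versus surrounding cytoplasmic ring, well-averaged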
Ins promoter up = MIN6 insulin promoter up-regulation. 190,000 compounds, 0.3% hits. AID 1625. MIN6 insulin promoter-GFP reporter, high-content imaging; stronger effect = higher value. z-score at 5 µM;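 active means z-score above 3 at 5 µM with at least 500 cells counted in the well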
MT stabilizer = microtubule stabilizers in HeLa cells; HeLa tubulin immunostaining HCS, 24 h; share of cells brighter than vehicle mean+2SD; % tubulin-high responders, % at 10 µM; 200,000 compounds, 0.83% hits; AID 2205;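 active means plate Z-score above 3 for both tubulin-high and condensed-nucleus cell shares, with cell loss under 80%, at 10 µM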;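 further: anti alpha tubulin signal scored within the nucleus-defined area of each cell; some results filed as inactive read as strong as hits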
Autophagy HCS = modulators of autophagy | MEF GFP-LC3 puncta imaging; test concentration mostly 10 µM | calls only at 10 µM (by protocol) | 190,000 compounds, 0.98% hits;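 active means percentage of spot-positive cells more than 3 SD above its plate mean, without a fluorescence outlier flag or 80% toxicity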;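 further: spot-positive cell cutoff set from DMSO-treated cells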
Yfh1-off respiration = mitochondrial function rescue without frataxin homolog – Friedreich's ataxia, plus single-dose screen, dose response (AID 1465) | S. cerevisiae Yfh1-off respiration, WST-1 reduction, 72 h; higher fold induction means a stronger effect | fold induction at 50 µM, or EC50 in µM where a hit was titrated | 220,000 compounds, 0.074% hits;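 active means fold induction of absorbance versus untreated yeast above a set limit, then at least 30% activation at any dose in follow-up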;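 further: activators that raise dye reduction in frataxin-depleted yeast; strong numbers were not always called active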
bCat nuc transl = beta-catenin nuclear translocation modulation; AID 1665; HeLa beta-catenin nuclear translocation, immunofluorescence imaging; nuclear translocation activity, % at 5 µM; 190,000 compounds, 0.3% hits;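 active means nuclear translocation activity above 50% at 5 µM, with a well cell count of 50 or more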;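 further: per-cell ratio of nuclear to cytoplasmic median beta-catenin stain intensity; plate controls were DMSO negative control for no effect and GSK-3 inhibitor IX positive control for full effect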
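assay system = human HeLa cells, endogenous beta-catenin | times = compound treatment 24 h, 37°C, 5% CO2 | detection = Anti-beta-catenin immunofluorescence on PFA-fixed, Triton-permeabilized cells, DAPI nuclei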
WT yeast gro inh mutant strain = recorded beside WT yeast gro inh, whose call it bears; inhibition, %; mitochondrial fusion phenotypic screen, mutant strain inhibition
Dynein cargo inh cytoplasmic EGFP = also measured in Dynein cargo inh; calls as there; z-score; measured here: cytoplasmic GR-EGFP intensity; stronger effect = higher value
Dynein cargo inh nuclear GR-EGFP = further read-out of Dynein cargo inh, marked with its call; z-score; measured here: nuclear GR-EGFP intensity;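 lower value marks the stronger effect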
Dynein cargo inh cell count = recorded beside Dynein cargo inh, whose call it bears; z-score; measured here: cell count per field
Ins promoter up cell count = second read-out of Ins promoter up, no call of its own (marks repeat the call); cell count; measured here: cytotoxicity, nuclei count;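 total cells summed across four imaged fields per well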
bCat nuc transl cell count 5 µM = also measured in bCat nuc transl; calls as there; cell count; measured here: cell count, cytotoxicity flag
MT stabilizer Hoechst-high % = also measured in MT stabilizer; calls as there; % Hoechst-high responders; measured here: nuclear condensation Hoechst responders;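 share of cells brighter than vehicle mean plus two SD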
MT stabilizer cytotoxicity % = further read-out of MT stabilizer, marked with its call; toxicity, %; measured here: cytotoxicity by cell density;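 0% = mean cell density of plate MIN control wells and 100% = no cells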
Autophagy HCS cell loss 18 h = also measured in Autophagy HCS; calls as there; toxicity, %; measured here: cell loss, nuclei count;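 cell loss after 18 h compound exposure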
The depositor's hits bear a star; i = inactive; · = no result given; + = active, no number. No enrichment for hits. About 4.2% of those tested had a hit in this group.

Molecule,AID2073,WT yeast gro inh,WT yeast gro inh mutant strain,HIV fusion peptide,Dynein cargo inh,Dynein cargo inh cytoplasmic EGFP,Dynein cargo inh nuclear GR-EGFP,Dynein cargo inh cell count,Ins promoter up,Ins promoter up cell count,MT stabilizer,MT stabilizer Hoechst-high %,MT stabilizer cytotoxicity %,Autophagy HCS,Autophagy HCS cell loss 18 h,Yfh1-off respiration,bCat nuc transl,bCat nuc transl cell count 5 µM
CCCn1c(N)c(C(=O)CSc2nc3ccccc3c(=O)n2-c2ccc(OC)cc2)c(=O)[nH]c1=O,3%,-29,-77,1.2%,1.1,-0.18,0.69,-0.44,-1.1,1357,3.7,2.8,5.5,i,-13,i,0.2,1064
O=S1(=O)N=C(N/N=C/c2ccc(Br)o2)c2ccccc21,-8%,-10,5,0.5%,0.33,-0.34,-0.21,-0.27,-0.15,1241,4.3,1.6,10,i,-2,i,-0.5,1121
CNC(=S)NCCc1ccc(OC)cc1,-3%,-14,12,-0.9%,-0.12,-0.24,0.26,0.76,0.28,1389,4.4,2.6,8.6,i,-10,i,0.3,1515
O=Cc1ccccc1OCCOc1ccccc1C=O,7%,-10,-15,3.0%,1.2,-0.063,0.61,0.39,·,·,3.7,5.6,2.5,+,66*,i,·,·
COc1ccc(Oc2nc3ccccc3n3cccc23)cc1,4%,11,27,-0.8%,0.035,-0.1,0.36,0.23,0.14,1713,2.5,2.0,5.8,i,-34,i,-1.7,1099
Cc1ccc(Cl)cc1NC(=O)N(C)CCO,0%,·,·,1.2%,0.029,-0.3,-0.27,0.42,0,1408,·,·,·,·,·,i,-2.8,1236
CC(C)C(C(=O)Nc1ccc(S(N)(=O)=O)cc1)N1C(=O)c2ccccc2C1=O (stereo not drawn),0%,7,5,-1.4%,-0.37,-0.14,0.42,-0.37,-0.8,1523,2.8,3.6,7.6,i,3,i,-0.8,948
O=C(Nc1ccccc1)N1CC=C(c2ccc(F)cc2)CC1,3%,0,-2,-3.4%,1.1,-0.25,0.88,-0.39,0.83,1155,3.4,3.4,1.9,i,5,i,-0.4,1006
COc1ccccc1C(O)Cc1nc2ccccc2n1C (stereo not drawn),0%,3,11,1.1%,-0.94,-0.04,-0.36,0.6,·,·,1.4,2.4,6.5,i,-11,i,-0.4,994
O=C(c1ccc2c3c(cccc13)CC2)C1CCCN(C(=O)c2cccnc2)C1 (stereo not drawn),2%,0,6,2.4%,-0.56,-0.16,-0.41,-0.2,0.13,1402,1.4,2.1,6.6,i,-16,i,-1.5,1006
O=C(CN1C(=O)NC2(CCCCCCC2)C1=O)NC1CCCc2ccccc21 (stereo not drawn),4%,-17,-6,-1.2%,0.036,-0.25,-0.092,-0.33,0.54,1514,2.9,2.2,11,i,9,i,-1.5,1088
Cc1cc(OCc2nnc(SCC(=O)OC3CCCCC3)o2)ccc1Cl,-1%,9,15,1.7%,1.6,-0.18,0.74,-1.2,0.14,1210,4.6,2.7,10,i,-15,i,-4.0,999
Cc1ccc(CNC(=O)CCNS(=O)(=O)c2ccc(Br)s2)cc1,6%,5,1,1.0%,-0.2,-0.34,0.24,-0.16,-0.16,1384,2.9,2.8,3.8,i,-3,i,-0.3,1032
C/C(=N\NC(=O)c1ccc(CSc2nc(C)cc(C)n2)cc1)c1ccco1,13%,11,-4,1.7%,1.2,0.34,1.3,-1.5,-0.49,1619,3.8,1.0,5.2,i,28,i,-1.8,1075
COc1ccc(/C(O)=C2/C(=O)C(=O)N(CCN(C)C)C2c2ccccc2)cc1Cl (stereo not drawn),26%,3,-2,1.4%,-1.2,-0.12,-0.55,1.7,1.2,1275,2.9,2.7,6.4,i,-10,i,-6.6,1179
Cc1ccc(S(=O)(=O)N(CC(=O)NCc2cccnc2)C2CCCCC2)cc1,9%,-6,3,-0.5%,-0.65,-0.052,-0.19,0.35,0.09,1333,3.5,2.4,5.7,i,-25,i,0.0,1518
CCN(CC)CCN(C(=O)CN1C(=O)CCC1=O)c1nc2cc3c(cc2s1)OCO3,8%,-12,2,2.3%,-0.23,-0.28,-0.15,0.98,0.75,1291,1.7,1.7,9.0,i,8,i,-0.1,1042
OCCCNC(=S)NC1CCCC1,-6%,-1,8,-1.4%,-0.37,-0.27,-0.0071,0.4,·,·,1.8,2.0,3.2,i,-21,i,-0.2,1212
Cc1cc(C(=O)N2CCCC(C(=O)c3cc(F)ccc3F)C2)c(C)o1 (stereo not drawn),8%,6,9,-0.3%,-2.9,-0.011,-1.3,0.72,-0.22,1425,3.5,1.2,3.4,i,12,i,1.1,911
Cc1ccc(/C=C/C(=O)N2CCCC(C(N)=O)C2)o1 (stereo not drawn),-20%,·,·,-1.5%,0.77,-0.27,0.34,-0.19,-0.11,1385,·,·,·,·,·,i,0.0,1171
CN1CCCN(C(=O)/C=C/c2ccc(Cl)cc2Cl)CC1,21%,1,15,0.5%,-0.33,-0.33,0.17,0.93,-0.25,1239,4.5,2.5,6.2,i,8,i,0.3,1095
Cc1nc(N2CCOCC2)nc2c1CCC2,4%,-12,7,-0.6%,-1.7,0.35,-0.86,0.96,0.22,1279,6.9,1.7,9.6,i,-4,i,2.8,1179
O=C(CN1CCCN(S(=O)(=O)c2ccc(F)cc2)CC1)Nc1ccccc1Br,-2%,-8,3,-3.1%,0.13,-0.18,0.047,0.25,·,·,4.0,2.0,5.8,i,-2,i,2.4,450
COc1ccc(OCc2nn3c(-c4ccccn4)nnc3s2)cc1,4%,14,24,0.2%,3,-0.44,1.5,-1.1,-0.46,1063,5.3,2.0,18,i,22,i,-2.3,1165
C/C=C/Cn1cccc(C(=O)Nc2ccc(OC)cc2)c1=O,5%,3,-2,0.4%,-0.35,-0.095,-0.47,0.28,-0.22,1223,2.1,2.4,12,i,-10,i,-0.7,1030
CCn1c(SCc2nc(-c3ccccc3)no2)nnc1-c1ccco1,10%,-14,10,1.9%,-1.1,-0.26,-0.5,-0.3,·,·,3.3,1.5,4.6,i,6,i,1.8,1131
COc1ccccc1CNC(=O)c1ccc(OC(C)C)cc1,-3%,9,-7,1.4%,-0.46,-0.29,-0.12,0.58,0.37,1579,3.3,1.8,0.1,i,-29,i,-1.3,1031
Nc1nc(SCc2ccc(F)cc2)ns1,-6%,-10,-11,0.1%,-1.2,-0.2,-0.81,-0.083,0.4,1186,3.4,1.8,3.6,i,0,i,-0.5,1096
O=C(Nc1nc2ccc(Cl)cc2s1)[C@@H]1CCCN1C(=O)c1cccs1,-4%,27,-4,1.3%,1,0.047,2.1,-1.6,0.02,2257,2.9,2.7,8.0,i,-7,i,-0.8,941
COc1ccccc1NC(CC(=O)c1ccccc1)C(=O)OCC(=O)c1ccc(C)c(C)c1 (stereo not drawn),-1%,3,6,-1.0%,-0.52,-0.2,-0.37,-0.24,0.7,1486,3.5,2.2,5.7,i,-1,i,-1.8,1187
Nc1ccc(CN2CCCCCC2)cc1,-6%,18,8,0.2%,0.2,-0.25,0.037,-0.23,0.47,1204,3.4,1.7,6.9,i,-14,i,-0.5,1035
OC(CNCc1ccc(Cl)cc1)C(F)(F)F (stereo not drawn),6%,7,2,0.4%,-0.62,-0.28,-0.27,0.84,0.29,1489,1.7,1.3,3.8,i,10,i,-4.9,1122
Cc1cc(C(=O)CC#N)c(C)n1-c1ccc(OC(F)F)cc1,3%,-2,-20,1.2%,-0.71,-0.18,-0.033,-0.13,-1.2,867,5.9,3.5,5.3,i,-8,i,-5.3,842
O=C(/C=C/c1ccc(-c2ccccc2[N+](=O)[O-])o1)c1ccco1,56%,57,44,26%,-3.3,0.2,-1.2,1,-0.22,1321,6.4,2.3,3.0,i,15,i,1.7,1093
Cc1ccc(NC(=O)COC(=O)C2CC(=O)N(Cc3ccccc3)C2)cc1S(=O)(=O)N(C)C (stereo not drawn),2%,-14,2,-0.5%,0.63,-0.34,0.81,-0.63,-0.34,1106,3.7,2.6,3.9,i,-3,i,7.3,986
COCC(=O)NC(C)c1nc2ccccc2[nH]1 (stereo not drawn),2%,6,0,4.1%,-0.54,-0.28,0.32,0.47,0.23,1321,5.7,2.8,5.5,i,-11,i,-1.5,1062
CC(=O)Nc1ccc(SC[C@H](Cc2ccccc2)N2CCN(CC(C)C)CCC2=O)cc1,-11%,·,·,-0.3%,0.14,-0.78,0.092,0.14,·,·,·,·,·,·,·,i,1.6,1124
COc1ccc(CNC(=O)c2ccc(CN3CCOCC3)cc2)cc1,3%,0,-2,3.2%,0.15,-0.14,0.23,0.49,-0.26,1224,2.8,1.1,20,i,-3,i,·,·
COc1cc(/C=N/NC(=O)c2ccncc2)ccc1OC(=O)c1ccc([N+](=O)[O-])cc1,10%,8,-4,-1.0%,1.3,0.81,0.34,-0.37,1.1,1410,1.3,1.4,11,i,10,i,-1.4,1303

Some values from the list.
`Cc1ccc(/C=C/C(=O)N2CCCC(C(N)=O)C2)o1` (stereo not drawn) in Ins promoter up shows -0.11
`Cc1ccc(Cl)cc1NC(=O)N(C)CCO` in bCat nuc transl cell count 5 µM shows 1236
